# MEP2-GFP yeast – yeast TOR pathway MEP2-GFP modulation; S. cerevisiae MEP2-GFP strain, flow cytometry GFP, 3 h; 100% = DMSO control level; GFP response vs DMSO, % at 10 µM; hit rate 0.51% among 330,000; AID 2016;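 active = GFP response versus DMSO above a set limit, roughly screen mean plus 3 SD, cut at about 180% in these data; inconclusive = fewer than 70 cells counted for a yeast strain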;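 note: median GFP fluorescence of the barcode-gated MEP2-GFP cells per well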
# AGP1-GFP MLPCN – modulators of TOR pathway AGP1-GFP in S. cerevisiae; S. cerevisiae AGP1-GFP multiplex flow cytometry, 3 h; GFP as percent of DMSO wells; GFP response vs DMSO, % at 10 µM; hit rate 0.02% among 320,000; AID 2066;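 active = GFP response relative to DMSO above a set limit, near screen average plus 3 SD, cut at about 150% in these data; inconclusive = fewer than 70 cells counted for the yeast strain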;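 note: median GFP channel fluorescence of the gated AGP1 strain per well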
# RPL19A TOR yeast – modulators of TOR pathway RPL19A-GFP in S. cerevisiae. AID 2025. S. cerevisiae RPL19A-GFP strain, flow cytometry, 3 h; active compounds read low. hit rate 0.3% among 330,000. percent response vs DMSO, % at 10 µM;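 active = percent response vs DMSO below 50%; inconclusive = fewer than 70 events counted for the yeast strain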;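 note: median channel GFP fluorescence of the barcoded RPL19A-GFP strain; ratio of sample median GFP to plate DMSO average so 100% = DMSO; lower means less RPL19A-GFP as with rapamycin TOR inhibition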
# CIT2 TOR yeast – yeast TOR pathway CIT2-GFP modulation. GFP response vs DMSO, % at 10 µM. hit rate 0.065% among 320,000. S. cerevisiae CIT2-GFP strain, flow cytometry, 3 h; 100 means same as DMSO wells;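 active = GFP response relative to DMSO above a set limit, near the screen mean plus 3 SD, cut at about 150% in these data; inconclusive = Fewer than 70 cells measured for a yeast strain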;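 note: ratio of well median GFP fluorescence to mean of DMSO wells on the plate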
# LAP4 TOR yeast – modulators of TOR pathway LAP4-GFP in S. cerevisiae. GFP response vs DMSO, % at 10 µM. S. cerevisiae LAP4-GFP multiplex, flow cytometry GFP, 3 h; median GFP as percent of DMSO wells. AID 2023. hit rate 0.34% among 320,000;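 active = GFP response vs DMSO above a set limit, about the screen mean plus 3 SD, cut at about 150% in these data; inconclusive = under 70 cell events counted for the yeast strain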
# CR mimetic SO – lowers age-related superoxide in aged yeast cells | S. cerevisiae aged cells, superoxide DHE fluorescence; active compounds read low | hit rate 0.18% among 330,000 | superoxide response (% of plate mean), % at 10 µM | AID 2690;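 active = superoxide response under a set limit, about three screen SD below normal, cut at about 65% in these data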;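 note: yeast aged for seven days with compound at 30 °C before DHE staining; 100% = average MFI of all compound-treated wells on the plate with controls excluded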
# VLA-4 inh – inhibition in a human VLA-4 binding assay; P13612; VLA-4 expressing cells, ligand binding flow cytometry; inhibition, % (about 7 µM as worked out from the volumes in the protocol); hit rate 0.2% among 330,000; AID 2557; in the data active = inhibition above about 50%
# GRK2 inh – inhibitors of human GRK2 displacing RNA aptamer; P25098; bead flow cytometry, FAM-aptamer displacement from GRK2; inhibition of aptamer binding, % at 10 µM; hit rate 0.59% among 330,000;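 active = inhibition of aptamer binding above 40%, roughly 3 SD of noise, on plates passing a quality check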;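 note: median bead fluorescence of bound FAM aptamer so fluorescent compounds give negative values; no value below 0 was filed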
# Target sequence (P25098 whole entry, looked up): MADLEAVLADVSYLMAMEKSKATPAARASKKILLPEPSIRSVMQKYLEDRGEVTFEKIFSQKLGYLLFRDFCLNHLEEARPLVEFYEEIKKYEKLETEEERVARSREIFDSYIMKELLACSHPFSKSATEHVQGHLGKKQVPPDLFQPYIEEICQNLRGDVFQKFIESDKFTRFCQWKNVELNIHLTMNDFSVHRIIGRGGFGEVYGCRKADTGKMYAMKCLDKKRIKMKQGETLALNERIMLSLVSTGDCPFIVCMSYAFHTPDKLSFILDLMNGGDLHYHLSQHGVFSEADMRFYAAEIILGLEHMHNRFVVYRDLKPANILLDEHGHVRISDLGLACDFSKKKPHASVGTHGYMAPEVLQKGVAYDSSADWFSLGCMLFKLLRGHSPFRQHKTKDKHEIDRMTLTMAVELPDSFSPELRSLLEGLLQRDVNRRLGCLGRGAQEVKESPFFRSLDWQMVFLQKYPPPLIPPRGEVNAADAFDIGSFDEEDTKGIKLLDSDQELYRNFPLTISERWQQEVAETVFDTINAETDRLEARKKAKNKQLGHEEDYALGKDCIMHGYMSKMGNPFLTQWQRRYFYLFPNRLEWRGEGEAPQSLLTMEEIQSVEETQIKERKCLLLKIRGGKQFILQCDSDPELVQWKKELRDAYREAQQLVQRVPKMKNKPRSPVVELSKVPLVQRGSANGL
# The depositor's hits bear a star; u = inconclusive; x = not tested or not shown.
SMILES,MEP2-GFP yeast,AGP1-GFP MLPCN,RPL19A TOR yeast,CIT2 TOR yeast,LAP4 TOR yeast,CR mimetic SO,VLA-4 inh,GRK2 inh
COc1ccc(NCC(=O)N/N=C/C=C\c2ccccc2)cc1,100,88,93,87,104,111,-19,1
Cc1ccc(C)c(NC(=O)CSc2nc3ccc(N4C(=O)c5ccccc5C4=O)cc3s2)c1,104,96,98,96,92,102,23,28
Cc1ccc(-n2nnc(-c3ccnc4ccccc34)n2)cc1,95,92,104,102,105,109,-3,1
COc1cc(S(=O)(=O)NCCc2ccc3c(c2)OCO3)ccc1-n1cnnn1,104,108,100,108,94,96,6,19
O=c1nc(N/N=C/c2ccco2)cn[nH]1,108,102,103,105,98,103,-5,5
COc1ccc2c(C(=O)CN3CCN(CCO)CC3)c[nH]c2c1,107,97,98,97,95,91,-52,1
CCN(CC)CCCNC1CCS(=O)(=O)C1 (stereo unspecified),99,102,99,99,100,108,8,2
CC(C)(C)c1ccccc1NC(=O)Cn1cnc2cc([N+](=O)[O-])ccc2c1=O,93,101,101,100,85,103,0,0
COc1ccccc1N1CCN(C2CCCN(C(=O)CCC(=O)N(C)C)C2)CC1 (stereo unspecified),111,70,95,74,100,97,-11,1
COc1cc(C(O)c2nc3ccccc3n2C(C)C)cc(OC)c1OC (stereo unspecified),109,102,105,107,92,107,15,1
CC(C)c1ccc(OCC(=O)Nc2cccc(C(=O)Nc3ccccc3C(=O)O)c2)cc1,104,99,96,98,107,107,-8,0
CC1=CN2C(=N)/C(=C\c3cn(CCCOc4ccccc4)c4ccccc34)C(=O)N=C2S1,95,94,96,93,95,95,0,3
CCOc1ccc(CNC(=O)CN2C(=O)CSc3ccc(S(=O)(=O)N4CCOCC4)cc32)cc1OC,102,103,104,103,97,114,22,2
Nc1nc(CN2CCN(Cc3ccccc3)CC2)nc(N2CCCc3ccccc32)n1,105,97,105,106,88,117,-33,0
Cc1ccc(C(=O)CCC(=O)N2CCC(C(N)=O)CC2)cc1,95,91,96,87,94,85,12,2
Cc1c(C)n(CCO)c2ncnc(Nc3ccc(F)cc3)c12,104,100,104,103,89,94,5,1
COc1ccc(Br)c(C(=O)N2CCN(S(=O)(=O)/C=C/c3ccccc3)CC2)c1,99,97,94,96,92,99,13,0
CC1CCCC(N2C(=O)NC(NC(=O)c3ccco3)(C(F)(F)F)C2=O)C1C (stereo unspecified),93,90,98,92,92,101,8,0
COc1ccc(C)cc1S(=O)(=O)N(CC(=O)N1CCOCC1)c1cc(C)cc(C)c1,101,95,102,x,78,99,-14,11
CC(C)CC(=O)NC(=S)Nc1ccc(N2CCCC2)c(Cl)c1,107,100,100,97,128,100,-2,0
Cc1cc(S(=O)(=O)NCCc2ccccc2)c(C)s1,107,103,103,105,108,113,-6,3
CC1CCC(N2CCN(S(=O)(=O)Cc3ccccc3)CC2)CC1 (stereo unspecified),104,102,101,100,99,105,4,2
Cc1nn(CC(=O)N2N=C(C(F)F)CC2(O)C(F)F)c(C)c1[N+](=O)[O-] (stereo unspecified),106,104,111,111,90,106,2,0
Cc1ccc(NC(=O)CSC(C)C(=O)OC(C)C(=O)NC2CCCCC2C)cc1 (stereo unspecified),94,94,98,93,99,124,3,5
Cc1nc(C)c(/C(O)=C/c2nc3ccc([N+](=O)[O-])cc3oc2=O)o1,111,107,96,102,105,93,5,0
CCCCCCc1nnc(NC(=O)OCC)s1,104,95,99,93,97,96,14,3
Cc1ccc(NC(=O)COC(=O)CCc2nc3ccccc3c(=O)[nH]2)cc1Cl,97,119,97,109,106,98,-12,4
O=C(NC(=S)Nc1ncccn1)c1ccc(F)cc1,98,94,95,106,101,83,-1,2
CCOc1ccc(-n2ccnc(SCC(=O)NCc3cccc(OC)c3)c2=O)cc1,99,101,94,97,95,99,0,0
O=C(Nc1ccc(C(=O)O)cc1)/C(=C\c1cccc([N+](=O)[O-])c1)NC(=O)c1ccc(Br)o1,99,103,105,96,111,105,13,1
Cc1ccc(-c2nc3cccnc3s2)cc1NS(=O)(=O)c1cccs1,103,104,100,105,100,108,10,1
CC1CCCCC1NS(=O)(=O)CCNC(=O)c1ccccc1 (stereo unspecified),95,106,96,102,110,97,-1,1
CCC(CC)C(=O)Nc1cc(C)c2c(=O)oc3ccccc3c2n1,129,110,100,106,101,106,-19,1
Cc1nnc(NC(=O)Cn2nc(C)c3ccccc3c2=O)s1,96,100,94,89,98,100,1,3
Cc1nccn1CC(=O)c1ccc(O)c(O)c1,86,96,95,95,96,110,2,0
COc1cccc(-c2nnc3sc(-c4ccccc4)nn23)c1,93,84,91,89,86,88,-2,2
COc1ccc2c(=O)c(C(=O)NCCc3ccc(OC)c(OC)c3)c[nH]c2c1,99,102,101,99,101,88,-4,2
COCCCNC(=O)C1C2C=CC3(CN(Cc4ccc(C)cc4)C(=O)C13)O2 (stereo unspecified),104,106,103,102,105,94,14,34
O=C(Cc1ccccc1)n1nc(-c2ccccc2)nc1NCc1ccco1,103,102,97,91,99,105,-14,14
COCc1ccc(C(=O)N2CCc3c([nH]c4ccccc34)C2c2ccccn2)s1 (stereo unspecified),95,96,93,87,98,104,21,0
C[N+](C)(C)C[C@H](O)CC(=O)[O-],116,101,102,103,107,104,5,0
C[C@@H](NC(=O)[C@@H]1Cc2ccccc2CN1)C(=O)NCC1CCCO1 (stereo partly specified),105,106,99,103,103,91,15,0
Cc1cc(Nc2ccccc2)nc(N2CCOCC2)n1,100,113,105,111,101,93,6,0
COc1cc(/C=N/NC(=O)CNC(=O)c2cccs2)ccc1O,93,97,101,101,77,110,-5,0
CCN=C(NCC)SC1CC(=O)N(c2ccc(OCC)cc2)C1=O (stereo unspecified),101,103,99,97,106,101,12,2
CCn1nc(C)c(CNC(=O)c2ccc(OC3CCN(Cc4ccccn4)CC3)cc2)c1C,102,95,108,95,85,103,23,0
O=C(COc1cccc(C(F)(F)F)c1)N1CCN(c2ccccc2O)CC1,97,100,94,87,108,106,2,1
C=C(C)c1cccc(C(C)(C)NC(=O)N2CCN(c3ccccn3)CC2)c1,108,102,102,105,100,96,-13,0
Cc1ccc(S(=O)(=O)c2c(N)n(CCCO)c3nc4ccccc4nc23)cc1,100,100,99,101,97,103,21,3
COc1cc(Cl)c(C)cc1NC(=O)CSc1ccc(C)cc1,108,118,102,104,104,87,-14,3

# (continued)
SMILES,MEP2-GFP yeast,AGP1-GFP MLPCN,RPL19A TOR yeast,CIT2 TOR yeast,LAP4 TOR yeast,CR mimetic SO,VLA-4 inh,GRK2 inh
Cc1ccc(N=Cc2sccc2C)cc1C,100,94,100,97,93,84,4,5
COC(=O)c1cc2n(n1)CCN(Cc1ccccc1Cl)C2=O,107,108,106,115,108,102,-2,0
CC(CC1C(C#N)=C(N)OC2=C1C(=O)CCC2)c1ccccc1 (stereo unspecified),94,95,98,91,98,98,8,1
COc1ccc(C(CNC(=O)COc2cccc(C)c2)N2CCCC2)cc1 (stereo unspecified),116,111,107,105,128,99,5,0
Cc1cc(NC(=O)c2ccc([N+](=O)[O-])cc2Cl)no1,99,95,100,96,90,104,1,0
Cc1c(NP(=O)(Oc2ccccc2F)Oc2ccccc2F)c(=O)n(-c2ccccc2)n1C,110,98,102,96,96,107,13,0
Cc1ccc(NC(=O)COc2ccc3c(c2)OCO3)c(Cl)c1,99,101,98,99,102,91,5,0
CCCc1cc(=O)oc2c(C)c(O)c(CN3CCCCC3)cc12,107,100,96,88,94,94,3,3
O=S(=O)(/N=C(/c1ccccc1)N1CCCCCC1)c1ccccc1,90,95,91,92,97,89,3,5
COc1ccc(-c2ccnc(-c3ccc(OCCCF)cc3)n2)cc1,101,101,94,95,96,122,32,5
Cc1onc(-c2c(Cl)cccc2Cl)c1C(=O)N1CCN(c2ncccn2)CC1,93,96,91,96,97,103,-10,1
COc1ccc(CN(CC2CCCO2)S(=O)(=O)c2ccc(-n3cnnn3)c(OC)c2)cc1 (stereo unspecified),96,97,92,89,97,98,11,0
COc1cc(NC(=O)CSc2nc(=O)n(CCN3CCOCC3)c3c2CCC3)cc(OC)c1,89,103,96,93,105,100,16,1
CC(C)(CC(=O)O)CC(=O)NNc1ncccc1C#N,101,104,97,97,107,101,3,0
CCN(CC)S(=O)(=O)c1ccc(NC(=O)c2cc(-c3ccccc3)nc3ccccc23)cc1,78,97,102,100,90,83,5,16
Nc1[nH]n(-c2ccccc2)c(=O)c1N=Nc1ccc2c(c1)OCO2,107,96,111,117,96,116,-14,0
Cc1cc2nnc(SCC(=O)Nc3ccc(Cl)cc3)n2c(N)n1,100,95,95,98,92,91,10,1
COC(=O)c1sc2nc(SCc3cccc(Cl)c3)n(N)c(=O)c2c1C,83,100,110,102,92,111,9,0
Cc1nc(NC(=O)C2CC2)sc1C(=O)N(C)C,95,91,98,87,91,108,3,0
CCCOc1ccc(C(=O)NCCC(=O)NCCCC(=O)OCC)cc1,100,98,95,96,94,106,-6,0
COc1cc(OC)c(OC)cc1CN1CCc2ccccc2C1,99,99,99,98,100,94,-4,0
Cc1c(C(=O)NCc2n[nH]c(=S)n2-c2ccc(F)cc2)cccc1[N+](=O)[O-],114,110,107,107,112,101,1,5
COc1ccc(-c2c(C)nn3c(Cl)c(C)c(C)nc23)cc1,103,93,103,94,96,98,22,0
CC(C)(CC(=O)O)CC(=O)N1CCN(c2nc3ccc(Cl)cc3s2)CC1,90,99,97,90,103,131,16,5
Cc1ccc(-n2c(SCC(=O)N/N=C/C=C/c3ccccc3[N+](=O)[O-])nc3ccccc3c2=O)cc1,100,103,102,102,103,103,19,0
CSc1nnc(C(C)(C)C)c(=O)n1/N=C/c1c(O)ccc2ccccc12,u,u,88,111,95,103,12,0
NC(=O)c1ccc(NC(=O)CSC2=Nc3ccccc3C3CC=NN23)cc1 (stereo unspecified),103,104,106,x,93,96,3,13
Cn1c(/C(C#N)=C(\O)c2ccc([N+](=O)[O-])cc2)nc2ccccc21,96,97,98,90,92,101,7,0
Cc1ccccc1NC(=S)N1CCCN(Cc2ccc(F)cc2)C1,107,109,101,101,101,101,11,0
CCOC(=O)C1CCCN(C(=O)CN2C(=O)COc3ccc(C(C)(C)C)cc32)C1 (stereo unspecified),101,101,100,93,100,111,0,0
CCS(=O)(=O)Nc1ccc(-c2ccc(NS(=O)(=O)CC)c(OC)c2)cc1OC,103,97,97,97,102,105,-3,0
O=C(NCCc1ccc(Cl)cc1)C1CCC(CNc2c(N3CCCCC3)c(=O)c2=O)CC1 (stereo unspecified),96,98,100,92,90,98,-3,0
CC(=O)c1cccc(NC(=O)CSc2ccc(-c3ccc4c(c3)OCO4)nn2)c1,80,98,107,121,92,117,-1,0
O=S(=O)(NCc1ccc2c(c1)OCO2)c1ccccc1F,103,97,101,99,92,109,7,1

# Complete entries as entered above. Order of screens: MEP2-GFP yeast	AGP1-GFP MLPCN	RPL19A TOR yeast	CIT2 TOR yeast	LAP4 TOR yeast	CR mimetic SO	VLA-4 inh	GRK2 inh
# Profile of `O=C(NCCc1ccc(Cl)cc1)C1CCC(CNc2c(N3CCCCC3)c(=O)c2=O)CC1` (stereo unspecified) : 96	98	100	92	90	98	-3	0
# Profile of `CC(=O)c1cccc(NC(=O)CSc2ccc(-c3ccc4c(c3)OCO4)nn2)c1` : 80	98	107	121	92	117	-1	0
# Profile of `O=S(=O)(NCc1ccc2c(c1)OCO2)c1ccccc1F` : 103	97	101	99	92	109	7	1
# Profile of `CCS(=O)(=O)Nc1ccc(-c2ccc(NS(=O)(=O)CC)c(OC)c2)cc1OC` : 103	97	97	97	102	105	-3	0
